Assay outcomes: PubChem, The Scripps Research Institute Molecular Screening Center
GBA activity up = GBA activity enhancers in patient fibroblasts, primary screen, cell-based. activation, % at 10 µM. 0.44% of 30,000 active. L444P Gaucher fibroblasts, 4-MU-glucoside fluorescence, 3 days; in the data active = activation above about 65%;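 note: 0% = vehicle wells and 100% = positive control wells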
Target sequence (P04062 whole entry L483P): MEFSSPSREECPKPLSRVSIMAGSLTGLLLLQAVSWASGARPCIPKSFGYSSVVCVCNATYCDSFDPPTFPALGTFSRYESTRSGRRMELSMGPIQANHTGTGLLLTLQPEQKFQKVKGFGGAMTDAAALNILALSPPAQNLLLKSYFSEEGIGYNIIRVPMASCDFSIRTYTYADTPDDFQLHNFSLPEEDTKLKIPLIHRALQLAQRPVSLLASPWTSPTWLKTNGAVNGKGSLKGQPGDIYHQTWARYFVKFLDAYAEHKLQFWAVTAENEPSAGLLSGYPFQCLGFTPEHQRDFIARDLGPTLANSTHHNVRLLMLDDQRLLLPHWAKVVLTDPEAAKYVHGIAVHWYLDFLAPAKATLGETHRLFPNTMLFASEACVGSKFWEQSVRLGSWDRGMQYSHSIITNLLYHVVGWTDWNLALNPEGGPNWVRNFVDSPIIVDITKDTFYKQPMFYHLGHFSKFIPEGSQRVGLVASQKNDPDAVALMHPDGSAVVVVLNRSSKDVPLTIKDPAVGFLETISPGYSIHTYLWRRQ
The depositor's hits bear a star. Only part of the results is shown (hit frequency here may not be typical).

The opening 7 entries, to show the layout:
no.	compound	GBA activity up
1	COc1cccc(C(=O)N(Cc2cc3cc(C)ccc3[nH]c2=O)C(C)C)c1	-46
2	c1ccc2c(SCc3cn4cccnc4n3)ncnc2c1	-15
3	O=C(CSc1nnc(Cc2ccccc2)o1)NCCN1C(=O)CSC1=O	-29
4	C=CCn1c(COc2cccc3ccc(C)nc23)nnc1SCC(=O)O	1
5	CC1CCCCC1NC(=O)CCn1c(=O)oc2ccccc21 (stereo not given)	-11
6	CC(Sc1ccc2c(c1)OCCO2)C(=O)Nc1ccc2c(c1)OCO2 (stereo not given)	18
7	CN(C(=O)COC(=O)C1c2ccccc2Oc2ccccc21)C1CCS(=O)(=O)C1 (stereo not given)	0

Results, repeating the preview:
no.	compound	GBA activity up
1	COc1cccc(C(=O)N(Cc2cc3cc(C)ccc3[nH]c2=O)C(C)C)c1	-46
2	c1ccc2c(SCc3cn4cccnc4n3)ncnc2c1	-15
3	O=C(CSc1nnc(Cc2ccccc2)o1)NCCN1C(=O)CSC1=O	-29
4	C=CCn1c(COc2cccc3ccc(C)nc23)nnc1SCC(=O)O	1
5	CC1CCCCC1NC(=O)CCn1c(=O)oc2ccccc21 (stereo not given)	-11
6	CC(Sc1ccc2c(c1)OCCO2)C(=O)Nc1ccc2c(c1)OCO2 (stereo not given)	18
7	CN(C(=O)COC(=O)C1c2ccccc2Oc2ccccc21)C1CCS(=O)(=O)C1 (stereo not given)	0
8	O=S(=O)(c1ccccc1)c1nc(-c2ccco2)oc1N1CCCCCC1	-10
9	COc1ccc(Nc2ccnc3ccccc23)cc1	14
10	CCOC(=O)c1cccc(NS(=O)(=O)c2cnc[nH]2)c1	-7
11	Cc1ccc2nsnc2c1NS(=O)(=O)c1c(C)ccc2nsnc12	-26
12	CCC(=O)N1CCc2cc(S(=O)(=O)NCCC(=O)NC3CCCc4ccccc43)ccc21 (stereo not given)	-25

Later entries:
no.	compound	GBA activity up
13	C=CCn1c(Cc2c[nH]c3ccccc23)n[nH]c1=S	-15
14	NC(=O)CSc1nnc(Cn2c(=O)sc3ccccc32)n1-c1cccc(Cl)c1	-3
15	Cc1cc(C)n2nc(NCc3ccccc3)nc2n1	-39
16	Cn1c(SCc2nc3ccccc3[nH]2)nnc1-c1cnccn1	0
17	CC(=O)c1cc2c(cc1NC(=O)C1CC=CCC1C(=O)O)OCO2 (stereo not given)	-7
18	CCn1c(SCC(=O)Nc2oc(-c3ccccc3)c(-c3ccccc3)c2C#N)nnc1-c1ccco1	-43
19	Nc1nc(-c2ccc(Br)cc2)cs1	-1
20	COc1ccc(CCNC(=O)CN2C(=O)c3ccccc3S2(=O)=O)cc1OC	-9
21	COc1ccc(CCNC(=O)c2cnc3n(c2=O)CCS3)cc1OC	-1
22	Cc1ccc(Cn2ccc(NC(=O)c3cc(-c4ccccc4)on3)n2)cc1	-8
23	C=CCn1c(SCC(=O)Nc2cc(C)nn2-c2ccccc2)nnc1C1CCCCC1	-4
24	COc1ccc(N2CCN(Cc3nc(N)nc(N4CCCc5ccccc54)n3)CC2)cc1	-8

Reformatted: entries from further up.
#21 COc1ccc(CCNC(=O)c2cnc3n(c2=O)CCS3)cc1OC
  GBA activity up: -1

#22 Cc1ccc(Cn2ccc(NC(=O)c3cc(-c4ccccc4)on3)n2)cc1
  GBA activity up: -8

#23 C=CCn1c(SCC(=O)Nc2cc(C)nn2-c2ccccc2)nnc1C1CCCCC1
  GBA activity up: -4

#24 COc1ccc(N2CCN(Cc3nc(N)nc(N4CCCc5ccccc54)n3)CC2)cc1
  GBA activity up: -8

Continuation:
no.	compound	GBA activity up
25	CC1CCCCC1NC(=O)COC(=O)c1ccc(S(=O)(=O)N2CCOCC2)cc1 (stereo not given)	24
26	COc1cc(OC)c(NC(=O)CCNC(=O)Cn2cnc3ccccc3c2=O)cc1Cl	-41
27	O=S(=O)(c1ccc2c(c1)oc1ccccc12)N1CCOCC1	-17
28	Cc1cc(C)n(CCCNC(=O)c2ccc(S(=O)(=O)NCc3ccco3)cc2)n1	-6
29	CN(C)c1nc(Oc2ccc(=O)n(C)n2)nc(N2CCOCC2)n1	11
30	CCOC(=O)C1CCN(c2ncnc3c2oc2ccccc23)CC1	-11
31	CCS(=O)(=O)n1nc(NCc2cccc(OC)c2)nc1NCc1cccc(OC)c1	7
32	CCCc1nnc(NC(=O)CN2C(=O)c3ccccc3S2(=O)=O)s1	-22
33	CC1=CC2=NC(=O)CC(C)(C(=O)N(CC(=O)NC(C)(C)C)C3CCCC3)N2C=C1 (stereo not given)	19
34	Cc1cc(/C=N/n2cnnc2)c(C)n1-c1ccc(C(=O)O)cc1	-4
35	Oc1ccc(C(=S)N2CCCCC2)cc1Cl	10
36	O=c1cc(CN2CCN(c3ccc(F)cc3)CC2)nc2sccn12	10

Following part
no.	compound	GBA activity up
37	CCOC(=O)N1CCN(S(=O)(=O)c2cc(OCC(N)=O)c(C)cc2Cl)CC1	4
38	CCc1nnc(NC(=O)c2ccc(S(=O)(=O)N3CCCCC3C)cc2)s1 (stereo not given)	-7
39	CCOC(=O)C1=CSC2=NS(=O)(=O)CCN12	-10
40	COC(=O)CSc1nc2cc3c(cc2cc1C)OCCO3	-16
41	COc1ccc(OC)c(C2C(C(N)=O)=C(C)Nc3nc(-c4cccc(Cl)c4)nn32)c1 (stereo not given)	-27
42	Cc1cc2cc(C(c3nnnn3Cc3ccco3)N3CCc4ccccc43)c(=O)[nH]c2cc1C (stereo not given)	4
43	CCOC(=O)c1c(Nc2nc(C)c(C(=O)NC)s2)sc(C)c1C	-5
44	N#Cc1c(N)c(C(=O)c2ccccc2)n2c1CCC2	-14
45	O=C(O)C1CCCN1C(=O)Nc1ccc(F)cc1 (stereo not given)	-73
46	Cc1nnc(SCC2CCCO2)n1-c1ccccc1 (stereo not given)	2
47	Cc1ccc2c(c1)nnn2C1CCN(S(=O)(=O)c2ccc(C(=O)N(C)C)cc2)CC1	7
48	CCOc1ccccc1NC(=O)c1ccccc1NS(C)(=O)=O	-6

Carrying on.
no.	compound	GBA activity up
49	O=C(c1ccc(C(F)(F)F)cc1)N1CCCCC1	-4
50	Cc1nc2ccc(Cl)cc2nc(C)/c1=N\O	-9
51	COc1ccc(C2C3=C(CC(C)(C)CC3=O)Nc3c2c(=O)[nH]c(=O)n3Cc2ccccc2)cc1 (stereo not given)	1
52	CNS(=O)(=O)c1cc(OC)ccc1OC	-17
53	O=C(COc1ccc(Cl)cc1Cl)Nc1noc2ccccc12	0
54	CCN(CC)CCCOc1nc(C)nc2c1oc1ccccc12	-12
55	COCCNC(=O)COC(=O)CSCc1nc2ccccc2s1	-36
56	CCN(C(=O)COC(=O)c1cccnc1SC)C1CCS(=O)(=O)C1 (stereo not given)	10
57	COC(=O)[C@@H](NC(=O)N1CCN(c2cccc(C(F)(F)F)c2)CC1)C(C)C	-23
58	CC1(C)CC(=O)C(Sc2nnc(-c3ccc(O)cc3)n2CC2CCCO2)C(=O)C1 (stereo not given)	-13
59	CCOC(=O)CSc1nnc(CNC(=O)c2ccc(OC)cc2)n1Cc1ccccc1	-8
60	CCOC(=O)Cc1csc(NC(=O)CSc2nnc(Cc3csc(N)n3)n2C)n1	-24

Later entries
no.	compound	GBA activity up
61	O=C(CCn1[nH]c(=O)c2ccccc2c1=O)NCCO	-45
62	COc1ccccc1C1CC(=O)NC(C)=C1C(=O)OCC(C)C (stereo not given)	-69
63	Cc1cccn2c(=O)c3cc(C(=O)N4CCc5ccccc5C4)n(C)c3nc12	-30
64	CCc1c(C)c2nncn2[nH]c1=O	7
65	NC(=O)C1(N2CCCCC2)CCN(C(=O)Nc2ccccc2C(F)(F)F)CC1	-18
66	CCOC(=O)C1CCCN(CC(=O)NC2=Nc3ccccc3N=C(C)C2c2ccccc2)C1 (stereo not given)	3
67	C=C(C)Cn1c(=O)c(NC(=O)c2ccccc2)c2n(c1=S)CCC2	8
68	COc1ccc(-c2nnc(SCc3cc(C)cc(C)c3)o2)cc1	-7
69	O=C(CN1CCN(c2ccc(Cl)cc2)CC1)Nc1cccc(F)c1	1
70	CCOC(=O)c1cnc(-n2cc(C)cn2)nc1NCc1ccc2c(c1)OCO2	-3
71	O=C(CN1C(=O)CSC1=O)NCc1ccccc1	-42
72	O=C(CSc1nnc(-c2cccs2)o1)OC1CCCCC1	10

The listing continues:
no.	compound	GBA activity up
73	O=C(Nc1ccc(N2CCN(Cc3ccccc3Cl)CC2)cc1)c1cccnc1	-8
74	CCN(CC)S(=O)(=O)N1CCC(C(=O)NCC2COc3ccccc3O2)CC1 (stereo not given)	-15
75	CC(C)C(NS(=O)(=O)c1cccs1)C(=O)N1CCc2ccccc2C1 (stereo not given)	-24
76	Cc1cc(NC(=O)C2CC(c3cccc(Br)c3)=NO2)no1 (stereo not given)	-10
77	COC(=O)CSc1nc2ccccc2c(=O)n1C	-3
78	O=C(Nc1ccc2c(c1)oc1ccc(S(=O)(=O)N3CCCC3)cc12)C1CC1	-13
79	CCN1CCN(CCCNC(=O)C2c3ccccc3C(=O)N(C)C2c2ccc(OC)cc2)CC1 (stereo not given)	-10
80	Cc1sc2ncn(CCn3cnc4sc(C)c(C)c4c3=O)c(=O)c2c1C	-1
81	O=C(NC1CCCC1)c1ccc2nc(-c3ccco3)c(-c3ccco3)nc2c1	36
82	CN(C)CCCNc1oc(-c2ccccc2)nc1C#N	7
83	CN1CCN(c2nc(N3CCN(c4ccccc4)CC3)ncc2F)CC1	13
84	C=C1N(CCCCCC(=O)O)C(=O)OC12CCCCC2	-1

(next part)
no.	compound	GBA activity up
85	Cc1cc(C)n2nc3ccccc3c2n1	-14
86	Cc1onc(-c2c(F)cccc2Cl)c1C(=O)Nc1nc2c(s1)CCCC2	3
87	Nc1c(C(=O)NCCc2ccccc2)nnn1Cc1ccccc1	-9
88	CCC1=Nc2ccccc2-c2nnc(SC)nc2O1	-54
89	CCOC(=O)N1CCC(NC(=O)c2cc3c(-c4cccc(OC)c4)nn(C)c3s2)CC1	-4
90	Cn1c(=O)c2c(nc(CN3CCN(C(=O)c4ccco4)CC3)n2Cc2ccccc2)n(C)c1=O	10
91	O=C1CCN(S(=O)(=O)c2ccccc2)C2CCCCC12 (stereo not given)	-10
92	Cc1ccc(S(=O)(=O)c2c(N)n(NC(=O)C3CC3)c3nc4ccccc4nc23)cc1	-22
93	Cc1c(C(=O)OCC(=O)N(CCC#N)c2ccccc2)oc2c1ccc1ccccc12	-18
94	CCOC(=O)/C=C1\SCC(=O)N1CC(=O)c1ccc[nH]1	-11
95	CCOC(=O)Cn1c(=N)n(Cc2ccccc2)c2ccccc21	-15
96	COc1ccc(-c2noc(CCCC(=O)NCc3ccco3)n2)cc1OC	6

(further entries)
no.	compound	GBA activity up
97	O=C(Oc1ccc2ccccc2c1Cl)N1CCCC1	-9
98	CCn1nc(C(=O)OCC(=O)NCCN2C(=O)CSC2=O)c2ccccc2c1=O	-15
99	COc1ccc2nc(NC(=O)CCNS(=O)(=O)c3ccc4c(c3)oc(=O)n4C)sc2c1	-2
100	NC(=O)c1ccc(-n2nnnc2Oc2ccccc2C(=O)N2CCOCC2)cc1	4
101	O=C(NC1=NCCS1)C1COc2ccccc2O1 (stereo not given)	14
102	O=c1oc2ccccc2c(O)c1C=NCc1ccccn1	-16
103	O=C(OCc1ccccc1)c1ccc(Br)o1	-23
104	COC(=O)CN(c1cccc(OC)c1)S(C)(=O)=O	-3
105	CC1CCCCN1CCCn1c(=S)[nH]c2ccccc2c1=O (stereo not given)	-6
106	CCc1c(C)nc2ncnn2c1NCCc1ccc(OC)cc1	-10
107	COCCNC(=O)CNS(=O)(=O)c1ccc2nc(C)sc2c1	-28
108	Cc1cc(=O)n2[nH]c(COc3ccccc3)nc2n1	-10

Later entries.
no.	compound	GBA activity up
109	O=C(c1cccs1)N1CCN(CCc2ccccc2)CC1	-12
110	COc1cc(Br)cc(CN2CCN(C/C=C/c3ccccc3)CC2)c1O	-11
111	COCCNC(=O)C(c1cccs1)N(C(=O)Cn1nnc2ccccc21)c1ccc2c(c1)OCO2 (stereo not given)	-17
112	COC1(OC)C(=N/O)/C(=N\O)CCC1O (stereo not given)	-9
113	CCN(CC)CCCNC(=O)Cc1c(C(=O)O)n(C)c2ccccc12	-7
114	COc1ccc(-c2cc(C(N)=O)nc(N3CCCCCC3)n2)cc1	-19
115	O=c1[nH]c(CN2CCc3ccccc32)nc2scc(-c3cccs3)c12	-2
116	COc1ccc(N2CCN(C(=O)c3ccc(NS(=O)(=O)c4ccc(F)cc4)cc3)CC2)cc1	4
117	N#CCSc1ncnc2sc3c(c12)CCC3	31
118	CC1(C)CC2CC(C)(CN2C(=O)COC(=O)c2n[nH]c(=O)c3ccccc23)C1 (stereo not given)	-3
119	CCOC(=O)C(CC)Sc1ncnc2c1nnn2-c1ccc(F)cc1 (stereo not given)	2
120	O=C(COc1ccccc1)N(Cc1ccco1)C1CCS(=O)(=O)C1 (stereo not given)	1

Other entries
no.	compound	GBA activity up
121	Cc1nc(C)c(C(=O)C2=C(O)C(=O)N(CCN3CCOCC3)C2c2cccs2)s1 (stereo not given)	-28
122	Cc1ccc(NC(=O)C2CC(c3ccc(F)cc3)=NO2)cc1 (stereo not given)	-14
123	Nc1nonc1-c1nc2ccccc2n1Cc1ccc(F)cc1	-11
124	COc1ccccc1NC(=O)c1ccc(Br)o1	-14
125	COc1ccccc1NC(=O)c1cn(C)c(=O)c2cc(OC)c(OC)cc12	-32
126	O=C(Cn1c(CO)nc2ccccc21)Nc1cc(C(F)(F)F)ccc1N1CCOCC1	18
127	CCN1CCN(c2oc(-c3ccc(OC)cc3)nc2C#N)CC1	1
128	Cc1ccc(N2CCN(C(=S)c3ccc(N(C)C)cc3)CC2)cc1	-11
129	O=C(COC(=O)c1ccccc1C(=O)c1ccccc1)c1ccco1	0
130	COC(=O)c1[nH]c2cccc(OC)c2c1NC(=O)CN1CCC(C(N)=O)(N2CCCCC2)CC1	0
131	COc1cccc(NC(=O)NC2CCN(Cc3nnnn3Cc3ccc(F)cc3)CC2)c1	-7
132	CC1CCC(N2CCN(c3ncccn3)CC2)CC1 (stereo not given)	-11

New compounds follow.
no.	compound	GBA activity up
133	O=C(CSc1nc(-c2ccccc2Cl)ns1)NCc1ccco1	16
134	COC(=O)c1nnn(-c2nonc2N)c1CSc1ccccn1	-35
135	COc1ccccc1N(CC(=O)NC1CCCC1)C(=O)c1csnn1	2
136	CCOC(=O)c1ccc(NC(=O)CSC2=NC(=O)C(CC)C(=O)N2)cc1 (stereo not given)	145*
137	Cc1cc(NC(=O)c2cc(-c3cccc(Cl)c3)on2)no1	-21
